# EBI2 antag – blocks human EBI2 receptor beta-arrestin signaling | P32249 | EBI2 beta-arrestin recruitment, luminescence, 7a,25-OHC stimulated | inhibition, % at 5 µM | hit rate 0.81% among 360,000; in the data active = inhibition above about 38%;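 note: enzyme fragment complementation signal reports receptor beta-arrestin coupling in cells; 0% = agonist plus DMSO wells and 100% = wells without agonist; some results beyond the cut were filed as inactive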
# APJ antag – antagonists of human APJ apelin receptor; P35414; CHO-K1 APJ beta-arrestin complementation, luminescence; inhibition, % at 20 µM; hit rate 0.32% among 330,000; AID 2521;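 active = inhibition above about 40% at 20 µM, limit read from the data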;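 note: cells challenged with 10 nM apelin-13 agonist together with compound; plate controls were apelin-13 plus DMSO wells for no effect and DMSO wells lacking apelin-13 for full effect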
# Target sequence (P35414 whole entry, looked up): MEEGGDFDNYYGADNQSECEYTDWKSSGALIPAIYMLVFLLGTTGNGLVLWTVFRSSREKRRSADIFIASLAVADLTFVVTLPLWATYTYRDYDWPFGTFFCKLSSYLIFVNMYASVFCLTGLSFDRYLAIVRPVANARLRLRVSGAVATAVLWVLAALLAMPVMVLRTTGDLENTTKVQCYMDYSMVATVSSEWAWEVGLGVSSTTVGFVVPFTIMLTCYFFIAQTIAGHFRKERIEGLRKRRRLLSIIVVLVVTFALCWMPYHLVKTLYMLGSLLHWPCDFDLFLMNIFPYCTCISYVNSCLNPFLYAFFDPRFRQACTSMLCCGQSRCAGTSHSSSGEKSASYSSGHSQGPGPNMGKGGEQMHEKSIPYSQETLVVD
# tim23-1 inh – inhibits growth of tim23-1 mutant yeast; S. cerevisiae tim23-1 growth, BacTiter-Glo luminescence, 24 h; inhibition, % at 20 µM; hit rate 1.3% among 330,000;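 active = growth inhibition of the mutant yeast at or above 50%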;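 note: temperature-sensitive mutant grown at 25 °C; plate controls were DMSO-treated mutant yeast for no effect and medium wells lacking yeast for full effect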
# Mdm2-MdmX inh – human Mdm2/MdmX binding inhibition | O15151+Q00987 | SaOS-2 split-luciferase Mdm2/MdmX complementation, luminescence | inhibition, % at 8 µM | hit rate 3% among 330,000 | AID 485346;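 active = inhibition of at least 50% at 8 µM in the primary screen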
# UPR XBP1 act – activators of adaptive arm of unfolded protein response (XBP1) | CHO-XBP1 luciferase reporter, IRE1-XBP1 UPR activation, luminescence; percent of tunicamycin response, DMSO as zero | activation, % at 20 µM | hit rate 0.33% among 330,000 | AID 463104;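 active = versus positive control, 20 µM dose yields 30% or more activation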;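 note: 100% = tunicamycin at 10 µg/mL and 0% = DMSO only wells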
#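 Signal: luciferase luminescence; Assay system: CHO-XBP1 luciferase reporter cells; Amount: one thousand reporter cells per well; Dosing: 20 µM single concentration, DMSO 1%; Benchmarks: high control tunicamycin 10 µg/mL final, low control DMSO vehicle only; Schedule: 6 h compound exposure at 37 °C, 5% CO2; Evaluation: percent activation relative to tunicamycin reference.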
# APJ agonist – activates the human apelin receptor APJ; activation, % at 20 µM; hit rate 0.11% among 330,000; CHO-K1 APJ PathHunter beta-arrestin, luminescence; 0% DMSO wells, 100% apelin; AID 2520;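 active = activation more than six SD over the plate average, tested at 20 µM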;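 note: 0% = DMSO alone and 100% = apelin-13 at 10 nM; some results filed as inactive read as strong as hits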
#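 Material: CHO-K1 APJ beta-arrestin complementation cell line; Input: cell density 1000 per well; Incubation: compound stimulation 90 min at 25 °C, detection 60 min; Signal: luminescence from split beta-galactosidase complementation, Galacton Star/Emerald II substrate; Controls: DMSO-only wells as negative, 10 nM Apelin-13 as positive control.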
# CXCR6 inh – CXCR6 (human) receptor inhibition; O00574; CHO-K1 PathHunter CXCR6 beta-arrestin, luminescence; inhibition, % at 20 µM; hit rate 0.36% among 360,000; AID 602244; in the data active = inhibition above about 34%, passing the limit was not always enough;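 note: antagonist mode with CXCL16 agonist at 10 nM final; 0% = 10 nM CXCL16 with DMSO and 100% = unstimulated wells without agonist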
# Target sequence (O00574 whole entry, looked up): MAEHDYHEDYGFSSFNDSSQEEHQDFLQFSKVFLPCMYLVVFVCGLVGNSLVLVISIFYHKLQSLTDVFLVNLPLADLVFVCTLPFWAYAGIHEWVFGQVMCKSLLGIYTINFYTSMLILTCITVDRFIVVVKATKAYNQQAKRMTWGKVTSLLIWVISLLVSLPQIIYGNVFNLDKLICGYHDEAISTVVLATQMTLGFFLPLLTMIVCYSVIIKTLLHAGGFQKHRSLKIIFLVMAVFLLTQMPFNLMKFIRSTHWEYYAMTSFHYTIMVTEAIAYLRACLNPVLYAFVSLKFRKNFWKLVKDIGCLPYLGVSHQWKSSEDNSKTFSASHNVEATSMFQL
# CCR6 antagonist – CCR6 (human) receptor antagonism; P51684; inhibition, % at 20 µM; hit rate 0.49% among 340,000; CHO-K1 CCR6 PathHunter beta-arrestin, luminescence, CCL20-stimulated; AID 493098;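 active = compounds whose inhibition of the agonist-driven luminescence signal at 20 µM reaches about 50%, limit read from the data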;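 note: cells stimulated with CCL20 at 14 nM final; plate controls were DMSO with CCL20 for no effect and DMSO without agonist for full effect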
# Target sequence (P51684 whole entry, looked up): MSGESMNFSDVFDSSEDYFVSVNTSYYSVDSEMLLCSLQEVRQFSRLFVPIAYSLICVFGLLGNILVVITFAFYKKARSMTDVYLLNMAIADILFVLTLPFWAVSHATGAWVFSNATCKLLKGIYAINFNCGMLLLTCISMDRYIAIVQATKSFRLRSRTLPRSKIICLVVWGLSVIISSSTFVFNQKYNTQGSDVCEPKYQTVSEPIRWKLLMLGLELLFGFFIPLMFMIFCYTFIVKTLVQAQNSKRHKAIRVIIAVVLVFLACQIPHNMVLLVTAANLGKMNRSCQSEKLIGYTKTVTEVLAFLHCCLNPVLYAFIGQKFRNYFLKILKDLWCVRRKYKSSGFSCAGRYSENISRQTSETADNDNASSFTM
# CHOP UPR activ – apoptotic UPR (CHOP) activation. CHO-CHOP luciferase reporter, luminescence; percent of tunicamycin response over DMSO baseline. activation, % at 10 µM. hit rate 0.34% among 330,000. AID 449763;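 active = at 10 µM dose, activation of 40% or more, normalized to positive control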;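 note: 100% = tunicamycin at 10 µg/mL and 0% = DMSO alone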
#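 System: CHO CHOP reporter cells. Amount: 500 cells per well. Buffer or medium: F12 medium, 10% FBS. Compound dosing: one dose, 10 µM in 0.5% DMSO. Incubation: 6 h compound exposure at 37 °C after overnight seeding. Technique: Steady-Glo luciferase luminescence. Benchmarks: tunicamycin and DMSO controls.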
# * marks the source's active call; other numbers are inactive results; i = inactive. Only part of the results is shown. The share of hits here may be higher or lower than overall.
SMILES,EBI2 antag,APJ antag,tim23-1 inh,Mdm2-MdmX inh,UPR XBP1 act,APJ agonist,CXCR6 inh,CCR6 antagonist,CHOP UPR activ
CC12CCC(C(=O)N3CCN(c4ncccn4)CC3)(c3nc4ccccc4nc31)C2(C)C (configuration not stated),1,4,17,-2,-3,-6,1,-4,-3.6
Cc1ccc(N2C(=O)CS/C2=N\C(=S)Nc2ccccc2)cc1,16,9,10,28,12,-4,9,7,-0.4
COC(=O)CSc1nc2cc(OC)ccc2cc1C#N,12,-1,31,i,3,3,-12,7,4.2
COC(=O)c1sccc1NC(=O)c1ccc(Cl)cc1,9,4,9,1,7,-1,1,15,0.1
CC1CCCC(NC(=O)COC(=O)c2ccc(Cl)nc2)C1C (configuration not stated),12,13,31,-15,1,-1,1,0,0.0
O=c1[nH]c(NC2CCCCC2)nnc1Cc1ccccc1,3,5,-8,30,-1,-2,-2,6,0.4
COc1ccc(C(=O)NCc2cccnc2)cc1Br,4,24,-24,17,-2,-1,-2,-6,1.6
N#CC(C#N)=NNc1ccc([N+](=O)[O-])cc1,13,26,20,26,0,-9,43*,57*,2.8
CC(C)Oc1ccc(CCN=C(N)N=C(N)N)cc1Cl,0,12,2,22,-2,-4,2,-2,-0.6
O=C(CN1CCN(Cc2ccccc2)CC1)NC(c1ccccc1)c1ccccc1,8,-8,22,32,-2,-3,0,5,-1.5
O=C(CSc1nnc(NC(=O)c2cc(Br)ccc2Cl)s1)NCC1CCCO1 (configuration not stated),-17,11,-2,14,-5,2,-3,11,1.2
COc1ccc(CN2CCNC(=O)C2CC(=O)NCCc2nc(C)c(C)s2)cc1C (configuration not stated),0,19,1,19,-3,-4,-3,12,2.3
COc1ccc(-c2c[n+](CC(=O)OC3CC(C)CCC3C(C)C)c3n2CCC3)cc1 (configuration not stated),-11,2,3,63*,-5,-3,-9,16,-0.7
O=C(NCCc1ccc(F)cc1)c1cc2ccccc2oc1=O,2,-4,8,-16,-3,16,1,-1,2.6
CC(C)(C)Nc1nc(NN)nc(NC(C)(C)C)n1,5,24,25,17,0,-2,2,12,-1.0
CN(CCn1ccnc1)Cc1cn(-c2ccccc2)nc1-c1ccc2c(c1)OCO2,-4,9,9,7,-1,-5,3,-3,-0.2
COc1cccc(N=C2C(=O)N3CCCc4cccc2c43)c1,1,-11,17,5,-2,-1,-5,43,0.9
O=C(COc1ccc(Cl)cc1)NCCCNC(=O)c1ccccn1,1,3,0,15,5,-1,-3,22,-2.2
O=C(c1ccccc1)N(c1ccccc1)C1C=CS(=O)(=O)C1 (configuration not stated),-16,7,4,4,-2,-4,0,1,-0.9
Cn1c(SCC(=O)N2CCCc3ccccc32)nnc1-c1ccco1,3,31,-9,9,-3,-3,-12,8,0.7
Cn1c(=NC(=O)c2ccc3c(c2)OCCO3)sc2cc(S(C)(=O)=O)ccc21,1,9,-14,43,-1,5,-2,-2,3.2
CN(C)c1ccc(-c2nnn(Cc3ccccc3Br)n2)cc1,14,7,31,-55,2,1,5,20,3.6
COc1cc(C(=O)Nc2cccc(NC(=O)c3cccs3)c2)cc(OC)c1OC,3,-2,22,46,2,1,8,-11,0.3
O=C(CN1C(=O)NC2(CCCCC2)C1=O)N1CCOCC1,-12,-20,13,-20,2,-2,2,1,0.0
CCNc1c(NC(=O)C2CCC(C)CC2)c(=O)oc2ccccc12 (configuration not stated),4,3,-2,8,-4,-4,5,4,0.4
Fc1ccc(-n2cc(-c3ccccc3)c3c(=S)nc[nH]c32)cc1,12,-1,65*,34,0,-3,26,35,0.7
COc1ccc(NC(=O)NC(=O)c2ccccc2)cc1,-2,7,8,-21,-2,-1,-1,14,3.8
Cc1c(NC(=O)C2CCCN2S(=O)(=O)c2cccc3nsnc23)cccc1C(=O)O (configuration not stated),-15,-14,12,-8,3,-2,0,22,-0.5
CC1CC(NC(=O)c2c(O)nc3sccn3c2=O)CC(C)(C)C1 (configuration not stated),-19,-2,64*,31,-1,-3,8,-7,-1.0
Cn1c(=O)[nH]c(=O)c2c1nc(CN1CCN(c3ccc(F)cc3)CC1)n2CCN1CCOCC1,-11,28,5,22,-1,-4,3,2,1.3
Cc1ccn2c(=O)nc(SCC(=O)NC3CCCC3)nc2c1,-5,4,-2,2,-2,4,-1,-7,2.1
Cc1cc(O)cc(O)c1C=NCc1ccco1,9,-6,24,-8,-1,1,-3,0,1.8
Cc1ccc(S(=O)(=O)N2CCC(N3CCN(C)CC3)CC2)cc1Cl,-5,6,-1,-7,2,2,0,11,1.1
O=C1NC(=Nc2ccccc2)SC1Cc1ccccc1 (configuration not stated),2,4,14,-9,-2,-2,11,9,1.5
CCSc1nnc(NC(=O)COc2ccc3ccccc3c2)s1,-2,-4,-16,-9,-2,-2,5,-5,-0.2
COc1cc(NC(=O)C2CCCN2S(=O)(=O)c2ccc3c(c2)CC(C)N3C(C)=O)cc(OC)c1 (configuration not stated),-3,8,3,8,-4,-2,-5,16,-0.4
O=C(N/N=C/c1cccc(OC(=O)c2ccc3c(c2)OCO3)c1)c1cncc(Br)c1,-5,-8,13,-19,0,-2,-7,6,4.5
COc1ccc(/C(C)=N/Nc2ccc(C(=O)O)cc2)c(OC)c1,6,13,11,15,-4,-4,0,30,0.8
O=C(N/N=C/c1ccoc1)c1cccc(OC(F)(F)C(F)F)c1,5,5,7,25,4,1,-1,3,1.9
COc1ccccc1NC(=O)CN1C(=O)COc2ccc(S(=O)(=O)N3CCCCCC3)cc21,3,16,6,19,-2,-10,5,11,-0.9
CC(C)C(=O)NNC(=O)CSc1nnc(-c2ccccc2)c(-c2ccccc2)n1,-6,4,15,23,-4,-3,-3,1,-0.6
CCCNC(=O)C1CC(=O)N(c2ccc(OCc3ccc(Cl)cc3)cc2)C1 (configuration not stated),-5,2,9,-129,-6,-2,3,11,9.5
CC(C)c1nc2scc(-c3ccc(Cl)cc3)c2c(=O)n1N,12,5,24,-1,7,-1,-4,2,2.1
COc1cccc(NS(=O)(=O)c2c(C(=O)N3CCCCCC3)c(C)n(C)c2C)c1,8,16,14,11,0,-4,-3,12,-1.8
Cc1cccc(C)c1OCc1nnc(NC(=O)CSc2ccc(Cl)cc2)s1,-8,3,-13,28,0,-2,4,-1,1.9
COc1ccc(C(=O)OCC(=O)c2ccc3[nH]c(=O)[nH]c3c2)c(OC)c1OC,8,13,12,-33,1,1,6,10,0.7
O=C(c1cnn(-c2ccc(Cl)cc2)c1)c1ccccc1O,3,8,15,-205,2,0,-8,6,3.2
CC(=O)N(C(C)=O)c1nc(-c2ccccc2)cn1/N=C/c1cccc([N+](=O)[O-])c1,-3,-7,30,3,0,6,2,4,-2.0
CCn1cc(C(=O)OCC(=O)Nc2cccc(C)c2)c(=O)c2ccc(C)nc21,-3,10,7,16,1,2,-4,12,-0.3
O=C(/C=C/c1cn(CC(O)CN2CCCCCC2)c2ccccc12)c1cccs1 (configuration not stated),-12,-51,-7,44,8,3,-15,18,3.6
O=C(C[n+]1cccc2ccccc21)c1ccccc1,-4,-12,17,-26,0,-1,6,10,-1.1
C=CCn1c(SCC(N)=O)nnc1-c1cccc(Br)c1,6,4,3,4,1,-6,-5,6,-0.7
CCOc1ccccc1C1N=C(c2ccc(OC)cc2)CC(c2ccccc2O)N1 (configuration not stated),17,-14,42,-20,11,-4,-3,4,8.0
Clc1ccc2c(c1)CNc1c(ncnc1N1CCOCC1)O2,-2,21,-9,25,5,-4,-5,-2,-0.9
O=C(Nc1cc2c3c(c1)CC(=O)N3CCC2)c1ccc(Br)cc1,6,6,0,30,-2,-6,7,24,-0.1
CCOC(=O)C1(CC)NC(c2ccc(N(C)C)cc2)C2C(=O)N(C)C(=O)C21 (configuration not stated),-11,-1,8,-2,1,-4,2,-3,-1.0
CNC(=S)Nc1ccc(C)c(NC(=S)NC)c1,-2,-10,-20,5,-2,-6,-7,-12,-1.7
CC(C)CCNC(=O)C(c1ccco1)N(Cc1ccc(F)cc1)C(=O)c1snc(C(N)=O)c1N (configuration not stated),13,7,33,2,-1,-3,-1,11,-1.1
CCOC(=O)c1ccc(NC(=O)COc2coc(CN3CCc4ccccc43)cc2=O)cc1,-7,13,9,24,-3,9,-2,17,2.1
CC(C)c1ccccc1N=C1SCCCN1C(=O)c1cccc(N2C(=O)CCC2=O)c1,4,1,-1,12,1,-6,-10,2,17

# Following part.
SMILES,EBI2 antag,APJ antag,tim23-1 inh,Mdm2-MdmX inh,UPR XBP1 act,APJ agonist,CXCR6 inh,CCR6 antagonist,CHOP UPR activ
Cc1cc(C)c(S(=O)(=O)N2CCN(C(=O)CCOc3ccccc3C)CC2)c(C)c1,81*,-4,30,16,-2,-3,0,7,1.2
COc1ccccc1C(=O)Nc1ccc(S(=O)(=O)N2CCN(C)CC2)cc1,-6,4,1,-2,0,0,-3,-2,0.1
CC(NC(=O)c1ccc(Cl)cc1Cl)C(c1ccccc1)N1CCOCC1 (configuration not stated),9,0,16,-3,0,0,10,20,3.5
Cc1cccc(NC(=S)N2CCN(C(=O)C3CCCO3)CC2)c1 (configuration not stated),-16,-4,3,-9,-4,-2,-5,-1,-0.8
Cc1ccc(C(=O)N/C(=C\c2cccs2)C(=O)N2CCN(C)CC2)cc1C,-21,-9,-1,31,-3,-1,1,-1,-0.8
CC1Cc2ccccc2N1C(=O)CN1C(=O)C(=O)N(Cc2ccccc2)C1=O (configuration not stated),2,9,18,19,-4,-1,-9,7,1.9
COC(=O)c1cc(CSc2nc3ccc(C)cc3[nH]2)oc1C,23,27,18,22,-6,-6,43*,33,2.1
Cc1cc(C)nc(OC(C(=O)O)C(OCc2ccccc2)(c2ccccc2)c2ccccc2)n1 (configuration not stated),-2,2,-1,9,-2,-2,-3,5,-0.5
Cc1cc(C)c(NC(=O)CSc2nnc(Cc3cccn3C)n2-c2ccc(F)cc2)c(C)c1,15,18,24,-9,-2,0,4,2,1.4
CCOC(=O)c1sc(NC(=O)CN2C(=O)c3cccc4cccc(c34)C2=O)nc1C,-1,0,4,73*,-4,-5,8,21,0.2

# Four of these compounds, set out differently.
SMILES	EBI2 antag	APJ antag	tim23-1 inh	Mdm2-MdmX inh	UPR XBP1 act	APJ agonist	CXCR6 inh	CCR6 antagonist	CHOP UPR activ
CCNc1c(NC(=O)C2CCC(C)CC2)c(=O)oc2ccccc12 (configuration not stated)	4	3	-2	8	-4	-4	5	4	0.4
O=C(N/N=C/c1cccc(OC(=O)c2ccc3c(c2)OCO3)c1)c1cncc(Br)c1	-5	-8	13	-19	0	-2	-7	6	4.5
COc1ccc(NC(=O)NC(=O)c2ccccc2)cc1	-2	7	8	-21	-2	-1	-1	14	3.8
O=C(c1cnn(-c2ccc(Cl)cc2)c1)c1ccccc1O	3	8	15	-205	2	0	-8	6	3.2

# Compound activity from PubChem.
